BLM helicase inh – blocks DNA unwinding by human BLM helicase; recombinant BLM DNA unwinding, fluorescence dequenching; P54132; Potency, µM (titrated, usually from 56.1 µM), without a hit: at the highest dose activity change, negative = inhibition, actives largely listed as inhibitors; actives 0.2% (n = 350,000);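 also: plate controls were vehicle for no effect and no enzyme for full effect; nearly all actives have a fitted effect of over 35% in size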
BAZ2B inh – BAZ2B (human) inhibition. AlphaScreen BAZ2B-H3K14Ac peptide displacement. Potency, µM (highest dose often 114 µM), for the others: at the top dose activity change, negative = inhibition, actives largely listed as inhibitors. actives 4.4% (n = 360,000). AID 504333; also: % is scaled to controls: 0 for no effect and ±100 for the full control effect; nearly all actives have a fitted effect of over 60% in size
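AlphaScreen displacement of biotin-H3(5-23)K14Ac peptide (50 nM final) from BAZ2B (50 nM final) in PBS pH 7.4, 0.01% Tween-20; complex preformed 30 min RT, then compounds (top 110 uM) 30 min RT, beads 20 min dark.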
APE1 inh – blocks human APE1 abasic DNA cleavage; recombinant APE1, TAMRA/BHQ-2 abasic DNA cleavage fluorescence; actives 0.35% (n = 350,000); AID 2517; P27695; Potency, µM (highest dose often 65.8 µM), for inactives: top-dose activity change, negative = inhibition, most hits filed as inhibitors;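 also: plate controls were vehicle for no effect and reference inhibitor for full effect; nearly all actives have a fitted effect of over 55% in size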
Target sequence (P27695 whole entry, looked up): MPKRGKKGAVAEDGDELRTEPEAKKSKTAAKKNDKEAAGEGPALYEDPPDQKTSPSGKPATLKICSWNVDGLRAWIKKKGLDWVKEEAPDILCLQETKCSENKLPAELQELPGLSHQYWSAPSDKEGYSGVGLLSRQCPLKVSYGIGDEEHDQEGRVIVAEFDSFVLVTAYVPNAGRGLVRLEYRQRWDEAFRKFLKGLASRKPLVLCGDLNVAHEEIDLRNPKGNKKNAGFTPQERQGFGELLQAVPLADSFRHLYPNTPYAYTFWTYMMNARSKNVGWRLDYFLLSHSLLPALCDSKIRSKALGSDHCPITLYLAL
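Quantitative HTS: incision of a TAMRA/BHQ-2 double-stranded substrate bearing a tetrahydrofuran abasic site by 0.75 nM APE1 raises fluorescence. Substrate 50 nM final, added after 15 min compound preincubation at room temperature; progress as third-minus-first kinetic read difference.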
JMJD2A Tudor – blocks the human JMJD2A Tudor domain. O75164. AlphaScreen JMJD2A-Tudor / H3K4me3 peptide binding. Potency, µM (highest dose often 114 µM), without a hit: at the top dose activity change, negative = inhibition, usual class: inhibitors. actives 4.4% (n = 390,000); also: % is scaled to controls: 0 for no effect and ±100 for the full control effect; nearly all actives have a fitted effect of over 50% in size
G9a block – inhibitors of human histone lysine methyltransferase G9a; Q96KQ7; G9a H3K9 monomethylation, AlphaScreen, 2 h; Potency, µM (doses to about 102 µM), without a hit: top-dose activity, negative = inhibition, actives largely listed as inhibitors; actives 8.8% (n = 350,000); AID 504332; also: % is scaled to controls: 0 for no effect and ±100 for the full control effect; nearly all actives have a fitted effect of over 75% in size
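Step 1: enzyme (final 20 nM) with compound, 15 min RT. Step 2: substrate peptide 500 nM and SAM 20 uM, 2 h RT. Step 3: anti-H3K9me1 antibody and AlphaScreen beads, 10 min, then plate read.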
POLK inh – DNA polymerase kappa (human) inhibition | AID 588579 | actives 0.53% (n = 400,000) | purified Pol kappa, fluorescent DNA synthesis assay, 10 min | Potency, µM (top dose mostly 107 µM), for inactives: at the top dose activity, negative = inhibition, most hits filed as inhibitors; also: % is scaled to controls: 0 for no effect and ±100 for the full control effect
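Activity was followed as the change in fluorescence between reads at 0 and 10 min after starting the reaction with 50 nM substrate. Beforehand, 10 nM polymerase had been preincubated with compound for 15 min at room temperature.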
Pol iota inh – DNA polymerase iota (human) inhibition | Q9UNA4 | Potency, µM (highest dose often 115 µM), without a hit: at the highest dose activity, negative = inhibition, usual class: inhibitors | actives 1% (n = 390,000) | Pol iota fluorescent replication assay, 10 min
Target sequence (Q9UNA4 whole entry, looked up): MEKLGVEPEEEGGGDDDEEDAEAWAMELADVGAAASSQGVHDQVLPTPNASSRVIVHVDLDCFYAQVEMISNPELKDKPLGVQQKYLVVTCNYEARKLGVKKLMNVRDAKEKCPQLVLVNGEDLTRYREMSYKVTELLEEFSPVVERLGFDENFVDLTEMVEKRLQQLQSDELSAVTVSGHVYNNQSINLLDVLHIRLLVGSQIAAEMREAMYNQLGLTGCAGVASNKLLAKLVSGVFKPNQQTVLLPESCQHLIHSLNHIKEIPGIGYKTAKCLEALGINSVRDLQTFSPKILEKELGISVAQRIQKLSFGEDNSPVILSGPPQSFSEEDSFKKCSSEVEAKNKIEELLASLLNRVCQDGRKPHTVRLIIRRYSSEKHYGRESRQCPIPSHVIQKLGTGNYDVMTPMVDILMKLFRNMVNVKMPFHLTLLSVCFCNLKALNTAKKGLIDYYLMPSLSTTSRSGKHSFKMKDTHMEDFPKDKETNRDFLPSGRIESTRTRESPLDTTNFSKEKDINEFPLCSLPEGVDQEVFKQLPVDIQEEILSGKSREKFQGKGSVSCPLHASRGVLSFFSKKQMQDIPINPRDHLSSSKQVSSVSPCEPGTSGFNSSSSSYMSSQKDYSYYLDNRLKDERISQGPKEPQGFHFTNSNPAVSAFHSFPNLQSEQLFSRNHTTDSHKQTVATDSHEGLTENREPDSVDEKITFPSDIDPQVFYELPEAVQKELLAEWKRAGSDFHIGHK
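Pol iota at 10 nM preincubated 15 min with compounds at room temperature; reaction started with fluorescent substrate, 50 nM final. Fluorescence read kinetically at 0 and 10 min; buffer-only wells as negative control.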
POLH inh – DNA polymerase eta (human) inhibition | Q9Y253 | actives 1.2% (n = 390,000) | Potency, µM (doses to about 114 µM), for the others: at the highest dose activity change, negative = inhibition, usual class: inhibitors | AID 588591 | recombinant Pol eta, fluorescent DNA replication assay; also: % is scaled to controls: 0 for no effect and ±100 for the full control effect
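Pol eta at 10 nM preincubated with compounds 15 min at room temperature; reaction started with fluorescent substrate (50 nM final) and read kinetically at 0 and 10 min.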
Pol beta inh – blocks human DNA polymerase beta activity | P06746 | Pol beta primer extension/strand displacement, fluorescence kinetic | Potency, µM (doses to about 114 µM), without a hit: at the top dose activity change, negative = inhibition, usual class: inhibitors | actives 1.3% (n = 340,000); also: % is scaled to controls: 0 for no effect and ±100 for the full control effect
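Human Pol beta at 10 nM; strand-displacement substrate 50 nM final. Compound exposure 15 min at room temperature before start, reaction 10 min at room temperature.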
The depositor's hits bear a star; ? = inconclusive; / = not tested or not shown; & = joins results of further samples; [ ] = remark or other dose. Calls follow the shape of the dose curve; as a rule, active = well fitted curve in the direction sought with a large enough effect; inconclusive = small, poorly fitted or top-dose-only effect, or another doubt; inactive = no such curve, though single readings can be large; an effect the other way counts as inactive or inconclusive. Potency is read from the fitted curve at half-maximal effect. These rows are one share of the data (hit frequency here may not be typical).

No.	Molecule	JMJD2A Tudor	POLH inh	Pol beta inh	Pol iota inh	G9a block
1	CCCCn1c(N)c(N(CC(C)C)C(=O)CC2CCCCC2)c(=O)[nH]c1=O	-6%	3%	/	16%	-19%
2	COc1cccc(-c2nc(CS(=O)(=O)CC(=O)Nc3ccccc3Br)c(C)o2)c1	-1%	-9%	24%	3%	5%
3	Clc1nc2ccccc2cc1-c1nnn(-c2ccccc2Br)n1	-23%	-4%	/	-8%	/
4	CCN(CC)CCCCN1c2ccccc2Sc2ccccc21	?	-9%	32%	28%	?
5	N#CCCn1cc(/C=N/NC(=O)c2ccncc2)c(-c2ccc(F)cc2)n1	-21%	-19%	1%	33%	-5%
6	O=C(N/N=C/c1ccc(-c2cccc(C(F)(F)F)c2)o1)c1ccccc1O	-14%	?	3%	11%	30%[activator][59 µM]
7	CC(C)(C)c1ccc(OCC(=O)N2CCN(c3ccccn3)CC2)cc1	-12%	-3%	/	24%	-3%[12.7 µM]
8	COc1cc2c(cc1NC(=O)/C=C/c1ccccc1)oc1ccccc12	-9%	-2%	16%	14%	17%

No.	POLK inh	BAZ2B inh	APE1 inh	BLM helicase inh
1	-4%	20%	14%	/
2	3%	-13%	34%	-1%
3	-14%	/	/	/
4	0%	?	-4%	1%
5	2%	-6%	3%	4%
6	1%	7%	1%	-11%
7	-16%	-8%	-6%	/
8	-5%	11%	-6%	-6%

(further entries)
No.	Molecule	JMJD2A Tudor	POLH inh	Pol beta inh	Pol iota inh	G9a block
9	CCc1cc2c(NC(C(=O)O)C(C)C)ncnc2s1 (stereo not given)	8%[57.1 µM]	-5%	33%	11%	-6%
10	COc1ccc(OC)c(NC(=O)C(=O)NCCC2=CCCCC2)c1	-7%	-21%	23%	3%	-5%[59 µM]
11	CCOC(=O)c1cnc2c(cnn2C)c1NCCCn1ccnc1	-7%	-15%	23%	83%[activator]	-39%
12	COc1ccc(NC(=O)Cn2c(=O)n(-c3cccc(C)c3)c(=O)c3c2c2cc(C)ccc2n3C)cc1Cl	-6%	-6%	23%	0%	-30%[59 µM]
13	COC(=O)CNC(c1ccccc1)c1cc(C)ccc1NC(=O)CNC(=O)OCc1ccccc1 (stereo not given)	-19%	-18%	31%	6%	-9%[59 µM]
14	O=c1[nH]c(=O)c2[nH]c(=S)n(-c3ccccc3)c2[nH]1	40µM*	-21%	/	28%	/
15	COc1ccc(NC(=O)c2ccc(-c3ccccc3C(F)(F)F)o2)cc1	-13%	-16%	-17%	?	71µM*
16	O=C(CSc1nnc(-c2ccccc2)o1)NC(=O)Cc1ccccc1	-4%	-4%	/	1%	/

No.	POLK inh	BAZ2B inh	APE1 inh	BLM helicase inh
9	-10%	5%	0%	-4%
10	-14%	5%	-6%	-6%
11	-2%	-35%	6%	4%
12	-11%	-1%	/	-2%
13	-12%	-3%	9%	-14%
14	-3%	/	/	/
15	-13%	8%	-5%	-8%
16	-5%	/	15%	/

The list goes on.
No.	Molecule	JMJD2A Tudor	POLH inh	Pol beta inh	Pol iota inh	G9a block
17	Cc1nn(-c2ccccc2)c(C)c1NC(=O)COC(=O)c1ccc(NC(=O)CC#N)cc1	-18%	?	/	-11%	/
18	CN(C)CCCNC(CC(=O)Nc1cccc([N+](=O)[O-])c1)C(=O)O (stereo not given)	-13%	-15%	-1%	-1%	-11%[59 µM]
19	CC(C)CNC(=O)C1CCN(CC2CCCCC2)CC1	79µM*	-14%	62%	45%[activator]	/
20	COc1ccc(CNC(=O)CN(C(=O)c2csnn2)c2cccc3c2CCCC3)cc1	-5%	-19%	19%	81%[activator]	6%
21	O=C(COc1cccc(C(F)(F)F)c1)Nc1ccccc1N1CCCCC1	-11%	-15%	/	29%	8%[0.501 µM]
22	CCc1noc(C)c1C(=O)OC(C)C(=O)Nc1ccc(Cl)cn1 (stereo not given)	-3%	-1%	/	-4%	-4%[59 µM]
23	CN(Cc1cn[nH]c1-c1ccc2c(c1)OCO2)C1CCOCC1	-8%	10%	-17%	13%	1%
24	O=C(NCCc1ccccc1)C1=COCCO1	-11%	-18%	/	36%[activator]	9%[0.501 µM]

No.	POLK inh	BAZ2B inh	APE1 inh	BLM helicase inh
17	-25%	/	/	/
18	6%	-5%	3%	2%
19	10%	-4%[57.1 µM]	12%	0%
20	4%	-2%	20%	-5%
21	-1%	3%	11%	/
22	7%	-2%	23%	/
23	-3%	-27%	-1%	0%
24	4%	1%	20%	/

Remaining list, next part
No.	Molecule	JMJD2A Tudor	POLH inh	Pol beta inh	Pol iota inh	G9a block
25	O=C(O)c1ccc(NC(=S)NC(NC(=O)c2ccco2)C(Cl)(Cl)Cl)cc1 (stereo not given)	17%	-13%	1%	29%	14%[0.501 µM]
26	O=C(Nc1cc(Cl)ccn1)C1(c2ccccc2)CC1(Cl)Cl (stereo not given)	3%	-21%	0%	-6%	73%[activator]
27	S=c1[nH]ccn1-c1ccc(Cl)cc1	10µM*	-23%	34%[activator]	128%[activator]	4µM*
28	Cc1ccc(SCC(=O)Nc2ccc(N3CCN(C)CC3)c(F)c2)cc1	-24%	-13%	8%	22%	-35%[59 µM]
29	O=C(NCc1cccnc1)c1ccc2c(c1)OCO2	-7%	-5%	65%	0%	9%
30	NS(=O)(=O)c1ccc(N/N=C/c2ccncc2)cc1	-8%	-18%	14%	39%[activator]	1%
31	Cc1ccc(NC(=O)/C=N/OCC(=O)NCc2ccccc2Cl)cc1	1%[11.4 µM]	-6%	5%	?	-47%
32	Cc1nc(Nc2cccc(O)c2)c2c3c(sc2n1)CCC3	-14%	?	3%	-10%	11%[12.7 µM]

No.	POLK inh	BAZ2B inh	APE1 inh	BLM helicase inh
25	-1%	?	2%	2%
26	-15%	13%	?	-12%
27	3%	-16%	-10%	-1%
28	-13%	-7%	18%	1%
29	-16%	4%	8%	-2%
30	-5%	-6%	25%	-5%
31	-1%	-22%	-1%	4%
32	-22%	-12%	-10%	-6%

Exported bar-delimited: ten of the compounds above
# | mol | JMJD2A Tudor | POLH inh | Pol beta inh | Pol iota inh | G9a block | POLK inh | BAZ2B inh | APE1 inh | BLM helicase inh
21 | O=C(COc1cccc(C(F)(F)F)c1)Nc1ccccc1N1CCCCC1 | -11% | -15% | / | 29% | 8%[0.501 µM] | -1% | 3% | 11% | /
22 | CCc1noc(C)c1C(=O)OC(C)C(=O)Nc1ccc(Cl)cn1 (stereo not given) | -3% | -1% | / | -4% | -4%[59 µM] | 7% | -2% | 23% | /
23 | CN(Cc1cn[nH]c1-c1ccc2c(c1)OCO2)C1CCOCC1 | -8% | 10% | -17% | 13% | 1% | -3% | -27% | -1% | 0%
24 | O=C(NCCc1ccccc1)C1=COCCO1 | -11% | -18% | / | 36%[activator] | 9%[0.501 µM] | 4% | 1% | 20% | /
25 | O=C(O)c1ccc(NC(=S)NC(NC(=O)c2ccco2)C(Cl)(Cl)Cl)cc1 (stereo not given) | 17% | -13% | 1% | 29% | 14%[0.501 µM] | -1% | ? | 2% | 2%
26 | O=C(Nc1cc(Cl)ccn1)C1(c2ccccc2)CC1(Cl)Cl (stereo not given) | 3% | -21% | 0% | -6% | 73%[activator] | -15% | 13% | ? | -12%
27 | S=c1[nH]ccn1-c1ccc(Cl)cc1 | 10µM* | -23% | 34%[activator] | 128%[activator] | 4µM* | 3% | -16% | -10% | -1%
28 | Cc1ccc(SCC(=O)Nc2ccc(N3CCN(C)CC3)c(F)c2)cc1 | -24% | -13% | 8% | 22% | -35%[59 µM] | -13% | -7% | 18% | 1%
29 | O=C(NCc1cccnc1)c1ccc2c(c1)OCO2 | -7% | -5% | 65% | 0% | 9% | -16% | 4% | 8% | -2%
30 | NS(=O)(=O)c1ccc(N/N=C/c2ccncc2)cc1 | -8% | -18% | 14% | 39%[activator] | 1% | -5% | -6% | 25% | -5%

Remaining list, next part
No.	Molecule	JMJD2A Tudor	POLH inh	Pol beta inh	Pol iota inh	G9a block
33	Cc1cccc(NC(=O)c2cc(S(=O)(=O)N3CCCCCC3)cn2C)c1C	-20%	-20%	-6%	12%	5%[59 µM]
34	COc1ccc(Br)cc1CNC(=O)C1CCN(S(=O)(=O)N2CCC(C)CC2)CC1	-16%	-11%	19%	5%	15%
35	CCCSc1nnc(CSc2ncccn2)n1C	7%	-18%	4%	130%[activator]	-25%
36	COc1ccc(N2CC(C(=O)NCCCN3CCOCC3)CC2=O)cc1 (stereo not given)	-8%	-7%	1%	0%	3%[12.7 µM]
37	CN(C)CCc1cc2c(c3c1ccc1ccccc13)OCO2	-54%	-24%	20µM*	?	40µM*
38	CCc1ccccc1NS(=O)(=O)c1ccc2[nH]cc(C(=O)NCC3CCCO3)c(=O)c2c1 (stereo not given)	-22%	?	17%	-10%	-8%[59 µM]
39	COc1ccccc1-n1ccnc(SCC(=O)NCc2ccccc2)c1=O	-11%	-16%	/	23%	-23%[2.33 µM]
40	NC(=O)c1ccc(CN2CCc3ccccc3C2)cc1	-2%	-17%	19%	29%	4%

No.	POLK inh	BAZ2B inh	APE1 inh	BLM helicase inh
33	-7%[60.1 µM]	-17%	/	-2%
34	-10%	-2%	0%	-5%
35	-8%	/	14%	1%
36	2%	-1%	1%	-1%
37	?	?	?	116%&91%[activator]
38	-7%	-12%	-9%	-11%
39	0%	4%	11%	/
40	-5%	-22%	56%[activator]	-3%

The results go on:
No.	Molecule	JMJD2A Tudor	POLH inh	Pol beta inh	Pol iota inh	G9a block
41	OCCO	-16%	-18%	/	29%	/
42	CCOC(=O)c1[nH]c2cc(OC)c(OC)cc2c1NC(=O)CN1CCN(c2ccc(OC)cc2)C(C)C1 (stereo not given)	/	/	-20%	/	22µM*
43	CC(=O)N1CCc2cc(S(=O)(=O)NC(Cc3ccccc3)C(=O)NCc3ccccc3Cl)ccc21 (stereo not given)	3%	-6%	-16%	-17%	?
44	Cc1ccc(Nc2sc(C(=O)c3ccc(F)cc3)c(N)c2S(=O)(=O)c2ccc(C)cc2)cc1	?	-7%	1%	11%	-13%[59 µM]

No.	POLK inh	BAZ2B inh	APE1 inh	BLM helicase inh
41	-5%	/	39%&-5%	/
42	/	45µM*	-4%	-14%
43	-5%	/	/	-4%
44	-2%[60.1 µM]	-20%	/	-6%

Compound activity deposited in PubChem by National Center for Advancing Translational Sciences (NCATS).
